Source: PubChem BioAssay (several laboratories)
Rad51 HR inh: human RAD51 strand exchange inhibitors, primary screen, biochemical, fluorescence. DNA repair protein RAD51 homolog 1 (Homo sapiens), Q06609. hRad51 DNA strand exchange, fluorescence dequenching. inhibition, % at 10 µM. 0.085% of 200,000 active;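 active = inhibition above 40% at the single screening dose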;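 note: 0% = DMSO control wells and 100% = blanks with heterologous ssDNA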
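Test system: preformed human Rad51 ssDNA filaments; also added: Donor/quencher-labelled 47-bp dsDNA substrate; doses: 10 µM final, single point; times: 37 °C 15-min filament assembly, 30-min compound preincubation, 15-min exchange; detection: FRET fluorescence dequenching, excitation 485 nm, emission 520 nm; read-out basis: Fluorescence-based percent inhibition, control- and blank-normalised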
p97 inhibitor: inhibitors of human p97 ATPase, primary screen, biochemical; Transitional endoplasmic reticulum ATPase (Homo sapiens), P55072; recombinant p97 ATPase, Kinase-Glo ATP luminescence, 3 h; inhibition, % at 8 µM; 0.42% of 220,000 active; AID 1481, 2009; in the data active = inhibition above about 15%;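 note: 0% = DMSO vehicle and 100% = wells lacking enzyme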
FXIa inh 1536: human FXIa protease inhibitors, primary screen, biochemical, 1536-well | Coagulation factor XI (Homo sapiens), P03951 | purified FXIa, Boc-Glu-Ala-Arg-AMC fluorogenic substrate | inhibition, % at 5 µM | 0.14% of 220,000 active;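 active = inhibition of at least 40%; inactive = inhibition below 40%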;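 note: fluorescence of freed AMC excited at 355 nm; 0% = enzyme without compound and 100% = no enzyme blank; many of its hits are not listed in these tables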
Wee1 stabilizer: Wee1 degradation inhibitors, primary screen, cell-based, HeLa, Wee1K328M-luciferase, luminescence; HeLa Luc-Wee1K328M stability; 100% = proteasome inhibitor MG132 effect; Wee1-like protein kinase (Homo sapiens), P30291; reporter increase, % at 5 µM; 1.2% of 220,000 active;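 active = activation above the mean of all tested compounds plus 3 SD, set per screening run, cut at about 8.8% in these data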;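 note: cells exposed to compound for 20 h before luminescence read; 0% = DMSO alone and 100% = MG132 at 30 µM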
eIF4E 4G PPI: eIF4E–eIF4G protein interaction inhibitors, primary screen, biochemical, uHTS, TR-FRET, eIF4GI fragment | Eukaryotic translation initiation factor 4E (Mus musculus) + Eukaryotic translation … | TR-FRET eIF4E-eIF4GI(517-606) binding, 2 h | inhibition, % at 21.7 µM | 0.37% of 220,000 active;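 active = inhibition above about 30%, limit read from the data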;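 note: 0% = full FRET control wells and 100% = background wells lacking eIF4GI fragment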
Mdm2 ligase inh: MDM2-luciferase reporter signal enhancers, primary screen, MDM2 E3 ligase inhibitor project, cell-based, luminescence, 1536-well | cell-based MDM2 ubiquitination luciferase reporter, 2 h; 0 = plate control, 100 = twice control, blank-subtracted | signal enhancement, % at 5 µM | 0.11% of 210,000 active | AID 1230, 2008;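 active = signal enhancement of 30% or more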;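 note: luminescence tracks abundance of the self-degrading MDM2-luciferase fusion protein; higher signal means inhibition of MDM2 E3 ligase activity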
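Test system: mammalian cells stably expressing self-ubiquitinating, self-degrading MDM2 E3–luciferase fusion; Amount: 2000 cells in each well; Medium: DMEM; Schedule: 4 h settle plus 2 h compound, 37 °C; Technique: SteadyLite luciferase luminescence after 15 min room-temperature reagent incubation; Benchmarks: plate control and blank wells.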
KLK5 inh: human KLK5 protease inhibitors, primary screen, biochemical, 1536-well. recombinant hK5, fluorogenic AMC substrate cleavage. inhibition, % at 5 µM. 0.59% of 210,000 active. AID 873, 2007;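 active = inhibition of 40% or more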;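 note: 0% = enzyme controls without compound and 100% = no-enzyme blanks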
FXIIa inh: human FXIIa protease inhibitors, primary screen, biochemical, 1536-well | Coagulation factor XII (Homo sapiens), P00748 | purified FXIIa, Boc-QGR-AMC fluorogenic substrate, 2 h | inhibition, % at 5 µM | 0.3% of 220,000 active; in the data active = inhibition above about 40%;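 note: 0% = enzyme with no compound and 100% = blank without enzyme; many of its hits are not listed in these tables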
14-3-3 Bad inh: inhibitors of 14-3-3 zeta/Bad binding, primary screen, biochemical, TR-FRET, bovine 14-3-3 zeta. 14-3-3 protein zeta/delta (Bos taurus), P63103. TR-FRET 14-3-3zeta/Dy647-pBad peptide displacement, 1 h. inhibition, % at 21.7 µM. 0.71% of 220,000 active. AID 781, 2007;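 active = inhibition above about 70%, limit read from the data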;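 note: 0% = full 14-3-3 plus peptide FRET controls and 100% = background without 14-3-3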
The depositor's hits bear a star; . = not tested or not shown; [ ] = dose if it differs, or a comment.

SMILES	Rad51 HR inh	p97 inhibitor	FXIa inh 1536	Wee1 stabilizer	eIF4E 4G PPI	Mdm2 ligase inh	KLK5 inh	FXIIa inh	14-3-3 Bad inh
CC(=O)Nc1cccc(N/C=C(\C=O)c2nc3ccccc3o2)c1	.	1	0	4	0	-9	-16	-1	36
CC1(C)CC(=O)C=C(NCCc2c[nH]c3ccccc23)C1	20	0	3	1	-5	-3	1	9	-2
O=C(CSc1nnc(CCc2ccccc2)n1-c1ccc(Cl)cc1)NCc1ccccc1	.	-3	5	2	-5	-6	-3	-5	4
Cc1nc2nc(C)c(CCC(=O)O)c(C)n2n1	2	-3	2	-1	-11[fluorescence artefact?]	-11	-6	17	-2[fluorescence artefact?]
O=C(CCC1CCCN(Cc2ccc(O)c(Cl)c2)C1)NCc1ccccc1F (stereo not drawn)	.	1	-6	-1	-1	-4	-4	6	-7
COc1ccc(C(=O)Nc2ccc(N3CCOCC3)cc2)cc1OC	-9	-22	4	3	0	8	-4	3	5
COC(=O)C1=CN(CCCN2CCCC2=O)C=C(C(=O)OC)C1c1ccccc1C(F)(F)F	-7	-3	-25	6	0	-21	-174	-80	9
O=C(NC(Cc1ccc2c(c1)OCO2)C(=O)N1CCCC1C(=O)O)c1ccccc1 (stereo not drawn)	-4	2	-1	-1	-10	-5	-1	18	20
CC(C(=O)NC(=O)NC1CCCCC1)N1CCN(c2ccccn2)CC1 (stereo not drawn)	4	-3	0	-1	2	-12	-2	13	-2
c1ccc(Cc2noc(CN3CCCN(C4Cc5ccccc5C4)CC3)n2)cc1	-4	1	-7	-1	-2	-16	-6	0	66
Cc1ccc2nc(-c3ccccn3)cc(C(=O)N3CCN(c4ncccn4)CC3)c2c1	4	7	6	-1	11	-21	-20	6	-5
CCOC(=O)c1cc2oc(C)cc2n1CC(=O)OC1CCCCC1	-6	3	7	-2	-6	-2	-3	7	-12
O=C(COC(=O)/C=C/C(=O)N1CCN(c2ccccc2)CC1)NCc1ccc(F)cc1	-4	2	-6	-3	-1	-3	-6	-4	-9
CCC(C)Sc1nnc(CNC(=O)C23CC4CC(CC(C4)C2)C3)n1C1CCCCC1 (stereo not drawn)	6	4	4	-1	6	-15	-3	9	-7
O=C(CSc1nc2ccc([N+](=O)[O-])cc2[nH]1)c1ccc2ccccc2c1	-4	-1	-10	-2	-3	-9	-2	-15	-11[fluorescence artefact?]
O=C(C1CCCCC1)N1CCC(CO)(Cc2ccccc2Cl)CC1	14	-6	-3	-2	-3	-2	1	9	-6
CC(=O)c1cccc(NC(=O)COC(=O)CCc2ccc(S(=O)(=O)N3CCOCC3)cc2)c1	3	5	-9	3	4	-4	-3	5	-9
COc1ccc(CCNC(=O)COc2ccc(-c3ccc(C)cc3)cc2)cc1OC	-6	-4	11	1	-5	-11	4	7	9
CCc1ccccc1NC(=O)Nc1cccs1	.	2	-2	-3	2	-18	.	7	-8
CCOc1cccc(C(=O)Nc2cccc(NC(=O)c3ccco3)c2)c1	27	4	-6	0	0	-9	-3	0	7
COc1ccc(Cc2nc3ccccc3n2CC(=O)N/N=C/c2ccc(O)cc2)cc1OC	9	-4	4	0	1[fluorescence artefact?]	-14	3	7	6
Cc1ccnc(N2C(=O)c3ccccc3C2Nc2ccc3c(c2)OCCO3)c1 (stereo not drawn)	3	-3	3	1	3	-27	-4	12	0
Cc1cc(C(=O)c2ccccc2)nc2ccccc12	-9	-2	9	1	1	-2	2	21	1
CCOC(=O)c1c(C)[nH]c(O)c1C=Nc1ccccc1	-7	-4	5	2	-2[fluorescence artefact?]	-12	-12	7	-40[fluorescence artefact?]
Cc1ccc(/C=N/NC(=O)Cc2cccs2)o1	6	4	5	2	25	6	-8	14	4[fluorescence artefact?]
Cc1cc(=O)oc2cc(OC(C)C(=O)N3CCCc4ccccc43)ccc12 (stereo not drawn)	3	-1	6	1	0	-11	-17	24	-8
O=C(CCC1CCCC1)Nc1ccccc1-c1ccccc1	15	-2	1	-3	0	5	-6	5	8
CCSc1nnc(NC(=O)CSc2nc(C)cc(C)n2)s1	-5	-1	-3	-1	-5	-16	-8	12	3
CCCCCCCc1c(O)nc(SCC(=O)O)[nH]c1=O	-7	11	-4	1	5	-12	14	11	4
COC(=O)C(CCSC)NC(=O)Cn1ncc2c(=O)oc3ccccc3c21 (stereo not drawn)	4	4	2	-3	0[fluorescence artefact?]	-9	0	12	2[fluorescence artefact?]
Cc1ccc(OCC(=O)N/N=C/c2ccncc2)cc1	.	5	-1	-1	6	-2	28	7	3
COc1ccc(/C=N/N2CCOCC2)cc1COc1ccc(F)cc1	4	-2	-2	2	-2	-6	-21	2	-15
Cc1c(C(=O)c2no[n+]([O-])c2C(=O)c2cnn(C)c2C)cnn1C	6	34*	7	1	6[fluorescence artefact?]	-20	-1	13	12[fluorescence artefact?]
CCS(=O)(=O)Nc1ccc(C2=NN(S(=O)(=O)c3ccc(F)cc3)C(c3ccco3)C2)cc1 (stereo not drawn)	-9	-4	4	-2	-22	-9	-11	-6	0
CC(=O)c1ccc(NC(=O)c2cc(Cl)sc2Cl)cc1	1	0	-5	-2	-3	-16	-1	-2	2
COc1ccccc1N1CCN(C(=O)c2oc3cc(C)c(C)cc3c2C)CC1	0	0	12	2	-10[fluorescence artefact?]	-3	8	27	-12[fluorescence artefact?]
Cc1ccc2c(c1)N(CC(=O)NCC1CCCO1)C(=O)C(C)O2 (stereo not drawn)	-2	1	-2	-3	8	0	-14	7	-8
C/C(=N/N1CCN(Cc2cccc3ccccc23)CC1)c1ccco1	14	-4	-1	0	10	-7	2	8	3
Cc1c(Cl)cccc1-n1nnnc1-c1cccs1	-13	4	-5	0	4	-11	-8	-6	-2
CCN(CC)CCn1c(NCc2cccc(OC)c2OC)nc2ccccc21	-9	-1	6	2	9	-12	3	15	-13

Reprinted at random: two entries already listed, in no set order.
SMILES	Rad51 HR inh	p97 inhibitor	FXIa inh 1536	Wee1 stabilizer	eIF4E 4G PPI	Mdm2 ligase inh	KLK5 inh	FXIIa inh	14-3-3 Bad inh
Cc1c(C(=O)c2no[n+]([O-])c2C(=O)c2cnn(C)c2C)cnn1C	6	34*	7	1	6[fluorescence artefact?]	-20	-1	13	12[fluorescence artefact?]
Cc1ccc(/C=N/NC(=O)Cc2cccs2)o1	6	4	5	2	25	6	-8	14	4[fluorescence artefact?]

Other records follow.
SMILES	Rad51 HR inh	p97 inhibitor	FXIa inh 1536	Wee1 stabilizer	eIF4E 4G PPI	Mdm2 ligase inh	KLK5 inh	FXIIa inh	14-3-3 Bad inh
Nc1ccccc1SCc1cc([N+](=O)[O-])cc2c1OCOC2	-8	3	-8	2	2	-5	0	-7	-4
COc1ccc(NC(=S)NC2CC3CCCC(C2)N3C2CC2)cc1 (stereo not drawn)	1	2	0	-2	1	-16	1	7	-12
Cc1ccc(NC(=O)CCC(=O)NNC(=O)NC23CC4CC(CC(C4)C2)C3)cc1C	5	-4	-10	-2	-1	-8	-14	3	-11
CCCSc1nc(C)c(-c2csc(C(C#N)=C3CCCC3)n2)cc1C#N	-9	7	5	-3	10	-5	-2	13	44
CC(=O)/C(N=Nc1ccc2c(c1)OCCO2)=C(\C)O	1	-7	-3	-1	-3	-46	1	9	3
O=C(NCCO[N+](=O)[O-])c1cccnc1	-7	8	.	2	4	.	.	.	-1
Cc1cccc(OCC(=O)N=Nc2c(O)[nH]c3ccc([N+](=O)[O-])cc23)c1	13	3	3	-3	4	-16	0	8	4
C=CCn1cc(F)c(=O)n(CC=C)c1=O	.	2	5	-3	5	1	-4	16	0
Cc1nnc(NC(=O)c2c(F)cccc2F)s1	-5	7	6	1	6	10	-7	21	-1
Cc1ccc(NC(=O)C2CC(=O)Nc3ncnn32)cc1Cl (stereo not drawn)	-5	4	-4	0	1	.	-3	1	7
COC(=O)C1=C(C)N(c2cccc(C)c2)C(=O)/C1=C\c1cccs1	.	-2	7	-3	-7	4	9	9	-3
O=C(NCCc1cccc(Cl)c1)c1cccc([N+](=O)[O-])c1	1	8	7	-1	5[fluorescence artefact?]	16	-20	10	-2
Cc1cc(C(=O)CSc2cccc[n+]2[O-])c(C)n1-c1ccccc1	31	4	-1	1	-3	-29	-5	5	-11
O=C(CCN1C(=O)c2ccccc2C1=O)Nc1sc2c(c1C(=O)NCc1ccco1)CCCC2	-3	-4	6	-1	0	-3	1	11	11
CCCCN(CC)Cc1ccc(CNC(=O)Nc2ccc(F)cc2)o1	2	-1	0	-2	.	-14	-4	2	.
COc1cc(OC)cc(-c2nc(-c3ccc(Br)cc3)no2)c1	-3	7	18	-1	-17	-10	-17	32	5[fluorescence artefact?]
CCC(C)NCCCOc1ccc(C)cc1OC (stereo not drawn)	2	-3	-5	3	-1	-2	-2	.	11
CNC(=S)N(CCc1c(C)[nH]c2ccc(C)cc12)Cc1ccc(OC)c(OC)c1	.	0	4	-1	0	.	-7	16	-4
O=C(O)c1ccccc1C(=O)NNc1ccc(F)cc1	-10	1	-6	-2	3	-15	-19	6	-6
COc1ccc(N2Cc3cccc(C(=O)NC(C)CCc4ccco4)c3C2=O)cc1 (stereo not drawn)	4	1	-6	0	5	-11	-20	-3	-9
CCC(/C=N/NC(=O)c1ccccc1F)CC	-21	2	-2	0	-1	0	1	9	-10
Cc1ccc(NC(=O)c2oc3ccccc3c2NC(=O)c2ccc3c(c2)OCO3)cc1	3	-2	-2	8	-1	-13	5	9	-10
O=C(CSCCc1ccccn1)Nc1ccc(Br)cn1	1	3	-1	0	-6	-16	-24	7	1
COc1cccc(C2CC(=O)Nc3cc4c(cc32)OCCO4)c1OC(C)C (stereo not drawn)	4	1	8	-1	1	-28	-6	19	0[fluorescence artefact?]
O=C(CCNS(=O)(=O)c1cccs1)Nc1nccs1	-8	1	-8	2	1	-13	3	-3	-3
CCOC(=O)C1=C(O)/C(=C\c2cc(C)n(-c3ccccc3F)c2C)N=C1C	-13	3	-7	1	1	-3	-19	-4	-1
COc1cccc(N2CCN(C3C4CC5CC(C4)CC3C5)CC2)c1 (stereo not drawn)	-7	1	-7	-2	1	.	-5	5	88*
c1cncc(-c2nc(NCc3ccc4c(c3)OCO4)c3ccccc3n2)c1	4	17*	2	-3	-5	-13	-7	4	1
